Compound activity as filed in PubChem.
West Nile antiviral = inhibition of WNV-induced cytopathic effect – cell-based, CPE readout (AID 1621); CPE inhibition, % at 10 µM, or IC50 in µM where a hit was titrated; West Nile virus-infected cells, CPE inhibition; higher % means a stronger effect; 290,000 tested, 0.02% active; in the data active means a potency from the dose series; further: strong numbers were not always called active
GPR55 LPI antagonism = inhibition of LPI-stimulated GPR55 beta-arrestin translocation – imaging, U2OS, beta-arrestin-GFP, LPI agonist, primary screen (AID 2013); U2OS GPR55 beta-arrestin-GFP translocation imaging, LPI antagonism; higher % means a stronger effect; inhibition, % at 10 µM; hits with a dose series show IC50 in µM; 290,000 tested, 0.13% active;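 active means spots per cell inhibited over 60%, with over 100 cells counted and total cytoplasm intensity under 500,000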;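 further: U2OS cells stably carrying GPR55 and arrestin-GFP stimulated by 5 µM LPI near EC80; imaged beta-arrestin-GFP aggregate spots per cell after agonist stimulation; plate controls were LPI-stimulated DMSO wells for no effect and DMSO wells without LPI for full effect; some results filed as inactive read as strong as hits; confirmed hits need IC50 under 10 µM and bright autofluorescent wells are also inconclusive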
KOR beta-arrestin-1 = KOR agonists, beta-arrestin recruitment, primary screen, cell-based, luminescence, uHTS (AID 1777); one-dose activation, % at 10 µM; EC50 in µM for titrated hits; 280,000 tested, 0.02% active; KOR beta-arrestin recruitment, luminescence; higher % means a stronger effect; in the data active means activation above about 50%, passing the limit was not always enough; further: a part of the inactive calls stands beside numbers as strong as those of hits
GPR55 beta-arrestin = GPR55 agonists via beta-arrestin recruitment, primary screen, imaging, U2OS cells, beta-arrestin-GFP redistribution (AID 1961). U2OS GPR55 beta-arrestin-GFP redistribution imaging; higher % means a stronger effect. 290,000 tested, 0.048% active. activation, % at 10 µM; hits with a dose series show EC50 in µM;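 active means activation above 40% with more than 50 cells counted in the well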;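 further: U2OS osteosarcoma cells stably expressing GPR55 and beta-arrestin-GFP; plate controls were DMSO negative control for no effect and LPI positive control for full effect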
KOR beta-arrestin-2 = KOR antagonists, beta-arrestin recruitment, cell-based, luminescence, uHTS (AID 1778) | KOR beta-arrestin recruitment, luminescence, antagonist mode; higher % means a stronger effect | one-dose inhibition, % at 10 µM; IC50 in µM for titrated hits | 290,000 tested, 0.091% active; in the data active means inhibition above about 50%; further: strong numbers were not always called active
Dengue-2 NS5 capping = flavivirus cap methylation enzyme inhibition – biochemical, confirmation dose response, primary screen (AID 588689); Dengue-2 NS5 methyltransferase capping enzyme assay, biochemical; higher % means a stronger effect; inhibition, % at 25 µM, or IC50 in µM where a hit was titrated; 340,000 tested, 0.3% active; in the data active means a potency from the dose series
NOD1 inhibition = inhibition of NOD1-driven NF-kB reporter – cell-based, luminescence, uHTS, primary screen (AID 1578); NOD1-driven NF-kB luciferase reporter cells, luminescence; higher % means a stronger effect; inhibition, % at 4 µM, or EC50 in µM where a hit was titrated; 290,000 tested, 1% active; in the data active means inhibition mostly above about 36%, no sharp cut-off; inactive means mostly below about 34%;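 further: HEK-293T reporter cells stimulated with the NOD1 agonist gamma-tri-DAP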
HIV peptide binding = cell-free HIV fusion peptide-binding blockers – biochemical, uHTS, fluorescence dequenching, primary screen (AID 1986). cell-free peptide binding, fluorescence dequenching, 30 min; higher % means a stronger effect. one-dose inhibition, % at 20 µM; IC50 in µM for titrated hits. 290,000 tested, 0.3% active; in the data active means inhibition mostly above about 52%, no sharp cut-off; inactive means mostly below about 76%; further: some results filed as inactive read as strong as hits
GPR35 antagonists = inhibition of zaprinast-stimulated GPR35 beta-arrestin translocation – imaging, U2OS, beta-arrestin-GFP, zaprinast agonist, primary screen (AID 2058); 290,000 tested, 0.052% active; one-dose inhibition, % at 10 µM; IC50 in µM for titrated hits; U2OS GPR35 beta-arrestin-GFP translocation imaging, zaprinast antagonism; higher % means a stronger effect;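 active means inhibition of at least 50% with at least 30 cells and total cytoplasm GFP at most 10,000,000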
Dengue-2 NS5 capping pilot replicate = second read-out of Dengue-2 NS5 capping, no call of its own (marks repeat the call); inhibition, %; measured here: pilot screen replicate inhibition
An asterisk follows results filed as active; / = no result given; [ ] = remark or other dose. These rows are one share of the data; rates above refer to the full screens.

SMILES	West Nile antiviral	GPR55 LPI antagonism	KOR beta-arrestin-1	GPR55 beta-arrestin	KOR beta-arrestin-2	Dengue-2 NS5 capping	NOD1 inhibition	HIV peptide binding	GPR35 antagonists	others
Cc1cc(C(=O)OC(C)C(=O)Nc2nc(-c3ccccc3)cs2)c(C)o1 (stereo unspecified)	-1.3%	27.7%	1.7%	-0.1%	14.8%	-0.7%	-32.0%	-1.1%	-11.6%
COc1ccc2c(c1)CCc1cn[nH]c1-2	-0.3%	13.8%	-0.1%	0.0%	-22.1%	-5.2%	-3.3%	2.0%	-3.7%
Cc1ccc(S(=O)(=O)Cn2nnnc2C(C(C)C)N2CCC(O)CC2)cc1 (stereo unspecified)	-0.8%	0.4%	-3.8%	-0.1%	8.0%	1.7%	-21.0%	0.2%	7.2%
COc1cc2c(cc1NC(=O)COC(=O)C1CC(=O)N(Cc3ccco3)C1)oc1ccccc12 (stereo unspecified)	0.5%	7.2%	15.0%	-0.1%	10.8%	-3.7%	-6.5%	3.4%	-8.7%
CCCC1(C(=O)OCC)NC(c2ccc(N(C)C)cc2)C2C(=O)N(c3ccccc3)C(=O)C21 (stereo unspecified)	-0.2%	1.0%	7.2%	-0.1%	-16.4%	0.8%	0.6%	1.0%	-4.4%
Cc1ccc(CN2CCc3c(OCc4ccc(F)cc4)cccc3C2=O)cc1	/	-7.3%	5.0%	-0.2%	-8.5%	-5.8%	28.2%	-1.2%	-7.8%
CC(=O)OC1=Cc2c(ccc3ccc(=O)oc23)OC1(C)C	0.2%	-4.4%	-8.7%	-0.1%	5.6%	5.5%	5.8%	0.6%	3.1%
CNC(=O)COC(=O)c1[nH]c(C)c(C(C)=O)c1C	1.5%	-0.5%	-2.0%	0.1%	17.9%	-2.8%	-25.8%	-1.1%	6.8%
COc1ccccc1CNS(=O)(=O)c1ccc(-c2cc(C)no2)cc1	-0.2%	-17.7%	33.5%	0.3%	-167.8%	-9.6%	-2.3%	0.2%	-3.7%
COc1ccc(C(C)=O)cc1CSCc1cc(C(C)=O)ccc1OC	0.8%	11.2%	-5.1%	-0.1%	25.7%	-5.2%	-2.4%	0.1%	-9.9%
CC(OC(=O)CCc1nc(=O)c2ccccc2n1C)C(=O)NCc1ccc2c(c1)OCO2 (stereo unspecified)	-0.4%	-0.1%	-1.4%	0.5%	-45.8%[20 µM]	-4.6%	-24.6%	-1.0%	2.2%
O=C(NC1CCCc2ccccc21)c1cccc(Br)c1 (stereo unspecified)	-1.0%	12.6%	4.3%	0.1%	12.8%	-6.5%	-14.8%	-0.4%	16.3%
CN(C)S(=O)(=O)c1ccc(C(=O)NCCN=C2NS(=O)(=O)c3ccccc32)cc1	-0.1%	1.0%	-0.5%	-0.2%	1.6%	-10.5%	-45.8%	-1.0%	14.0%
O=C(NCc1ccco1)c1ccc(N2CCCCC2)c([N+](=O)[O-])c1	-1.2%	12.3%	2.8%	0.2%	16.4%	-6.6%	-44.3%	-0.1%	-3.3%
Cc1cccc(-c2nc(CSc3nc4c(c(=O)[nH]3)CCC4)c(C)o2)c1	/	2.8%	3.5%	-0.3%	-46.0%	-3.5%	/	-1.6%	-8.6%
COc1ccc(NC(C)=O)cc1S(=O)(=O)Nc1ccccc1C(=O)N1CCCC1	-0.1%	-2.8%	-8.3%	-0.1%	-0.5%[20 µM]	-9.6%	-28.5%	-0.9%	-0.4%
CC(NC(=O)c1ccc(Br)cc1)c1ccccc1 (stereo unspecified)	-0.1%	3.2%	3.3%	16.2%	-0.5%	-4.4%	-2.2%	0.9%	-7.0%
CCOC(=O)Nc1nnc(-c2ccccc2OC)s1	0.0%	-1.2%	-2.7%	0.0%	6.7%	-9.6%	-26.4%	1.5%	-10.3%
Cc1nc(N2CCN(Cc3ccccc3)CC2)nc2c1C(=O)CCC2	/	3.9%	0.6%	0.3%	-5.8%	2.4%	22.0%	0.0%	0.9%
OC1(c2ccc(Cl)cc2)CCN(Cc2nc(-c3cnccn3)no2)CC1	-0.1%	3.8%	/	0.3%	-7.9%	-3.8%	-24.5%	0.6%	11.2%
CCN(C(=O)CN1C(=O)/C(=C/c2ccccc2F)SC1=S)C1CCS(=O)(=O)C1 (stereo unspecified)	-0.2%	-9.0%	-1.5%	0.0%	-15.9%	-13.8%	-26.9%	-2.0%	18.9%
Cc1ccc(C(=O)Nc2ccc(C(=O)N/N=C/c3cccnc3)cc2)cc1	-0.2%	-7.9%	-0.2%	-0.2%	-27.5%	-3.6%	-25.6%	47.5%	4.8%
CCN1CCc2c(OCc3ccc(C(=O)OC)o3)cccc2C1=O	0.4%	-6.9%	-3.6%	-0.3%	-5.4%	3.0%	-26.2%	1.4%	1.3%
O=C(/C=C/c1cccc(Br)c1)NCC1CCCCC1	-0.8%	-3.3%	-2.0%	-0.1%	-6.1%	-9.6%	-16.1%	-1.2%	-5.4%

Reprinted from the results shown for reference:
SMILES	West Nile antiviral	GPR55 LPI antagonism	KOR beta-arrestin-1	GPR55 beta-arrestin	KOR beta-arrestin-2	Dengue-2 NS5 capping	NOD1 inhibition	HIV peptide binding	GPR35 antagonists	others
Cc1cc(C(=O)OC(C)C(=O)Nc2nc(-c3ccccc3)cs2)c(C)o1 (stereo unspecified)	-1.3%	27.7%	1.7%	-0.1%	14.8%	-0.7%	-32.0%	-1.1%	-11.6%
COc1ccc2c(c1)CCc1cn[nH]c1-2	-0.3%	13.8%	-0.1%	0.0%	-22.1%	-5.2%	-3.3%	2.0%	-3.7%
Cc1ccc(S(=O)(=O)Cn2nnnc2C(C(C)C)N2CCC(O)CC2)cc1 (stereo unspecified)	-0.8%	0.4%	-3.8%	-0.1%	8.0%	1.7%	-21.0%	0.2%	7.2%

Following part.
SMILES	West Nile antiviral	GPR55 LPI antagonism	KOR beta-arrestin-1	GPR55 beta-arrestin	KOR beta-arrestin-2	Dengue-2 NS5 capping	NOD1 inhibition	HIV peptide binding	GPR35 antagonists	others
O=C(O)c1ccc(S(=O)(=O)N(CCc2ccccc2)Cc2ccc(Cl)cc2)cc1	-0.5%	-9.5%	-5.9%	-0.1%	9.1%[20 µM]	19.1%	23.1%	54.2%	13.7%
N=C1C(=O)OCC1c1ccccc1NC(=O)c1ccccc1 (stereo unspecified)	-0.6%	5.9%	-0.5%	0.2%	26.3%	-5.1%	-29.4%	2.3%	1.5%
COC(=O)c1[nH]c2cc(C)ccc2c1NC(=O)CN1CCc2cc(OC)c(OC)cc2C1	-0.3%	-2.4%	-2.6%	-0.3%	-26.4%	-9.0%	-19.9%	-2.2%	13.1%
c1ccc(-c2cc(N3CCOCC3)nc(-c3ccccc3)n2)cc1	0.7%	-0.8%	3.4%	-0.2%	7.4%	0.0%	-19.7%	27.7%	4.3%
COCCn1c(=O)[nH]c2cc(C(=O)N3CCN(c4ccccc4)CC3)ccc2c1=O	0.1%	-7.9%	-1.0%	-0.1%	-47.0%	-2.5%	-32.2%	0.6%	3.5%
CC(=O)N(CN1C(=O)C2C3C=CC(C3)C2C1=O)c1cccc(Cl)c1 (stereo unspecified)	0.5%	4.5%	0.6%	0.1%	-1.2%	3.1%	-37.5%	-0.6%	-9.3%
Cc1ccc2[nH]c(C(=O)Nc3ccc(F)cc3)cc2c1	-1.0%	5.5%	-4.8%	-0.2%	-16.0%[20 µM]	-1.4%	-9.3%	-0.5%	8.2%
CCCNC(=O)c1ccc2c(=O)c(O)c(C)[nH]c2c1	0.2%	-5.4%	1.8%	0.5%	23.1%	-1.6%	5.7%	-1.3%	-12.0%
CC1CCCC(C)N1C(=O)COC(=O)c1nn(C)c(=O)c2ccccc12 (stereo unspecified)	0.1%	9.4%	-4.6%	-0.1%	13.8%	-5.8%	-18.0%	1.5%	3.3%
C/C(Cl)=C\CSc1nnc2n(N)c(=O)c3ccccc3n12	0.1%	-16.2%	6.8%	0.6%	-22.8%	-1.6%	21.5%	-2.5%	8.6%
CCc1c(C)nc2ncnn2c1NCCc1ccc(OC)c(OC)c1	-0.8%	-1.2%	-0.8%	-0.3%	-13.7%	4.1%	-28.4%	2.4%	-3.8%
Cc1cc(C)nc(SCC(=O)Nc2nonc2N)n1	1.3%	-1.0%	-4.9%	-0.1%	-2.6%[20 µM]	1.5%	11.0%	-0.7%	-0.2%
CCOC(=O)C1CCN(Cc2cn(C)nc2-c2ccc(Oc3ccccc3)cc2)CC1	0.1%	3.8%	4.3%	0.4%	-6.5%	-11.4%	-20.2%	1.0%	14.1%
O=C(NCC1CCCO1)Nc1ccc(Cl)cc1 (stereo unspecified)	0.4%	10.6%	8.2%	-0.2%	-14.6%	-7.8%	-11.1%	3.1%	-9.0%
CC(C)C(c1nnnn1Cc1ccccc1)N1CCN(Cc2ccc3c(c2)OCO3)CC1 (stereo unspecified)	0.6%	-4.2%	-4.8%	-0.3%	-9.0%	/	-0.1%	-0.1%	16.1%
COc1cccc(NC(=O)CCc2nnc3ccc(N4CCC(C)CC4)nn23)c1	-0.2%	10.8%	-10.2%	-0.1%	12.6%	-0.9%	-11.2%	-1.5%	-21.0%
COc1ccc(CNS(=O)(=O)c2ccc(-n3cnnn3)c(C)c2)cc1	-0.8%	12.2%	1.5%	0.5%	-23.6%	-7.1%	30.0%	0.8%	1.2%
CC(C)(O)C(=O)NN(Cc1ccccc1)c1ccccc1	0.7%	6.2%	-0.7%	0.2%	12.2%	/	-45.0%	4.6%	1.6%
COc1cc(C2C(C#N)=C(N)N(Nc3ccccc3)C3=C2C(=O)CC(C)(C)C3)ccc1OCc1cccc(F)c1 (stereo unspecified)	-0.7%	5.7%	1.7%	0.2%	20.2%	2.2%	16.2%	2.4%	14.0%
O=C(N/N=C/c1coc2ccccc2c1=O)c1cn(-c2ccccc2)nc1-c1ccc(F)cc1	-1.4%	8.8%	0.3%	0.5%	-35.2%	1.5%	3.4%	1.9%	-6.8%
Cc1ccc2c(c1)N(CC(=O)NCc1ccco1)C(=O)CO2	0.3%	4.1%	-2.4%	-0.4%	20.3%	-0.8%	-9.6%	0.2%	-1.0%
COC(=O)c1ccccc1C(=O)N1CCCC(C(=O)c2cc(F)ccc2F)C1 (stereo unspecified)	-1.0%	1.8%	-0.4%	-0.1%	-55.5%[20 µM]	3.7%	27.3%	-2.1%	9.6%
O=C(NCc1ccc(N2CCCC2=O)cc1)NC1CCCCC1	0.2%	-5.2%	2.5%	0.2%	7.4%	-8.1%	-16.4%	0.7%	-1.9%
O=c1cc(CSc2nnnn2-c2ccccc2)nc(Nc2ccc(F)cc2)[nH]1	-1.0%	-3.3%	2.4%	0.0%	-29.9%	-4.8%	9.1%	-2.9%	-3.2%	Dengue-2 NS5 capping pilot replicate=-4.4
COc1ccc(NS(=O)(=O)c2ccc(-n3cnnn3)cc2)cc1OC	-1.3%	-1.8%	1.2%	-0.1%	-5.8%	-9.8%	7.7%	-1.5%	2.9%
O=C(NCc1ccc2c3c(cccc13)C(=O)N2)c1cccs1	-0.1%	-6.2%	0.3%	-0.2%	9.7%	-2.1%	5.4%	-0.2%	-5.1%
Nc1nc(=S)c2ncn(C3CCCC3)c2[nH]1	0.9%	2.7%	1.5%	-0.1%	4.7%	-13.7%	-3.4%	0.5%	9.9%
